hIAP block: human IAP inhibition; P09923; inhibition, % at 10 µM; AID 2544; hit rate 0.12% among 330,000; purified IAP, CDP-Star luminescence, 30 min;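 active means inhibition reaching a set limit with compound at 10 µM in the primary screen, cut at about 35% in these data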;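 further: plate controls were DMSO wells with enzyme for no effect and no-enzyme buffer wells for full effect; values of inactives mirror those of a sister screen read the other way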
Target sequence (P09923 whole entry, looked up): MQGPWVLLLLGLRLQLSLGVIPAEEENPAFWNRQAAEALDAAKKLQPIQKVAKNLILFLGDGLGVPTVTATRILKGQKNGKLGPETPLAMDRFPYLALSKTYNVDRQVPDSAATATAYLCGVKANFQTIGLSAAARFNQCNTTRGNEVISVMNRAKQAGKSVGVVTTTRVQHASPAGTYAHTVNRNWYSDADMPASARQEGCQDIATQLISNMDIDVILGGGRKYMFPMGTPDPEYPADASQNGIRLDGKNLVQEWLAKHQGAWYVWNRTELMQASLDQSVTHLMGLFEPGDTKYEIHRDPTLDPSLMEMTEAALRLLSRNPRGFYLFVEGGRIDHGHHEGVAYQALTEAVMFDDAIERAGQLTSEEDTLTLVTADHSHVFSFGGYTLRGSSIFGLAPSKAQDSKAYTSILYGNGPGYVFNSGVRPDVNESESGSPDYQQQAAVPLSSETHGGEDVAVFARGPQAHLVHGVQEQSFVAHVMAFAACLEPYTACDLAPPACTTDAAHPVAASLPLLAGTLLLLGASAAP
SENP1 FRET inh: blocks the human SENP1 SUMO protease catalytic domain; Q9P0U3; recombinant SENP1 catalytic domain, CyPet-SUMO1-YPet FRET cleavage; inhibition, % at 10 µM; hit rate 0.21% among 360,000; AID 624204;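 active means inhibition at least 30% at 10 µM, raw YFP signal under a set limit, fluorescence ratio 0.5 to 1.5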;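 further: 0% = enzyme with DMSO and 100% = no enzyme wells; some results filed as inactive read as strong as hits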
Target sequence (Q9P0U3 419-644 limits assumed): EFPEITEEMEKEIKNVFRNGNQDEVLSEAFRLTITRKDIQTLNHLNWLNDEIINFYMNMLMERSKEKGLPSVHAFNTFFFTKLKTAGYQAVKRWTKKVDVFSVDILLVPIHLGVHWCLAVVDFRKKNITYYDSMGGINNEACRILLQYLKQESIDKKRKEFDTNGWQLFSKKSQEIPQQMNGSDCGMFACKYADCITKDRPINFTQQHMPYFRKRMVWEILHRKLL
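system = hSENP1 catalytic domain, recombinant | reagent = SFCypet-SUMO1-SFYpet substrate at 25 nM | doses = one dose per compound, 10 µM, 0.5% DMSO | incubation = enzyme reaction for 50 min at room temperature, dark | measured by = FRET, CFP and YFP emission | controls = no-enzyme low, enzyme-DMSO high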
A3A deaminase: human APOBEC3A DNA deaminase inhibition. recombinant A3A, FAM/TAMRA ssDNA deamination fluorescence. hit rate 0.41% among 330,000. P31941. inhibition, % at 20 µM;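 active means at least 40% inhibition at 20 µM here, with at most 30% in a related deaminase screen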;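 further: plate controls were A3A with DMSO for no effect and wells lacking A3A enzyme for full effect; some results filed as inactive read as strong as hits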
Target sequence (P31941 whole entry, looked up): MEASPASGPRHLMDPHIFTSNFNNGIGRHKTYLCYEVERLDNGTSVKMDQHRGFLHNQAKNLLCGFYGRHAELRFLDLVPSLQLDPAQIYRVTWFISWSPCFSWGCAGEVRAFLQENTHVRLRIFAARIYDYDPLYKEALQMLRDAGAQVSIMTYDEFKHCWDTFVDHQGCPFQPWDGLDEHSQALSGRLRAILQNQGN
mIAP activ: increases mouse intestinal alkaline phosphatase activity; muIAP, CDP-Star luminescence, 30 min; stronger effect = higher value; 1 = vehicle-only enzyme signal, 0 = enzyme-free wells; activation factor at 10 µM; hit rate 0.24% among 330,000;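 active means activation factor of at least 2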; further: the source names both 10 and 20 µM as test concentration; values of inactives mirror those of a sister screen read the other way
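System: mouse IAP enzyme. Reagent: CDP-Star chemiluminescent phosphatase substrate. Benchmarks: DMSO wells, no-enzyme wells. Times: 30 min enzyme-substrate-compound incubation at room temperature. Detection: luminescence from enzymatic CDP-Star hydrolysis. Doses: test compounds delivered from DMSO solution.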
A3G deaminase: inhibitors of human APOBEC3G DNA deaminase | recombinant A3G, ssDNA deamination FAM/TAMRA fluorescence | hit rate 0.28% among 330,000 | Q9HC16 | inhibition, % at 20 µM;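 active means inhibition of at least 40% at 20 µM, with no more than 30% in the related APOBEC3A deaminase screen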;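 further: plate controls were DMSO wells with A3G for no effect and wells lacking A3G enzyme for full effect; some compounds called inactive have numbers as strong as hits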
hIAP act: human IAP activation | activation factor at 10 µM | P09923 | purified human IAP, CDP-Star luminescence, 30 min; stronger effect = higher value; 1 = vehicle-only enzyme, 0 = enzyme-free background | AID 2524 | hit rate 0.16% among 330,000;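 active means activation factor of the enzyme at least 2-fold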; further: the source names both 10 and 20 µM as test concentration; values of inactives mirror those of a sister screen read the other way
mIAP block: blocks mouse intestinal alkaline phosphatase | inhibition, % at 10 µM | hit rate 0.2% among 330,000 | purified mouse IAP, CDP-Star luminescence, 30 min;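 active means inhibition of at least 40% at 10 µM in the primary screen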;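 further: plate controls were DMSO with enzyme for no effect and no enzyme wells for full effect; values of inactives mirror those of a sister screen read the other way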
NLRP3 yeast inh: blocks the NALP3 inflammasome reconstituted in yeast | inhibition, % at 10 µM | Yeast reconstituted NLRP3/ASC/caspase-1, beta-gal luminescence, 24 h | hit rate 0.39% among 330,000;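 active means inhibition of 50% or more; inactive means inhibition below 50%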;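 further: plate controls were induced DMSO wells for no effect and uninduced yeast grown without galactose for full effect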
MIN6 prolif: induces beta-cell replication in MIN6 cells; proliferation, % at 10 µM; hit rate 0.29% among 330,000; MIN6 cells proliferation, ATPlite luminescence, 48 h; cells starved in 0.2% serum; 100% = growth in 10% serum;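 active means compounds whose signal lies at least 3.5 SD above the mean of all wells on their plate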;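 further: 0% = DMSO-treated cells in low-serum medium and 100% = 10% serum control; some compounds called inactive have numbers as strong as hits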
* hit, by the source's call. Some of the compounds tested; rates above refer to the full screens.

O=C(c1ccccc1)C(Cn1cncn1)C(Sc1ccccc1)c1ccccc1 (configuration not stated) was read as hIAP block 6.0, SENP1 FRET inh -1.2, A3A deaminase -0.8, mIAP activ 0.955, A3G deaminase -1.1, hIAP act 0.94, mIAP block 4.5, NLRP3 yeast inh 1.7 and MIN6 prolif -2.4.
For CCOc1ccc2[nH]c(=O)c(CN(CCO)C(=O)CC)cc2c1 the results were hIAP block 10.6, SENP1 FRET inh 3.4, A3A deaminase 2.4, mIAP activ 1.08, A3G deaminase 2.4, hIAP act 0.894, mIAP block -8.3, NLRP3 yeast inh 19.8 and MIN6 prolif -2.6.
For CCCCCCn1c(COc2ccccc2F)nnc1SCC(=O)N1c2ccccc2NC(=O)C1(C)C the results were hIAP block -8.6, SENP1 FRET inh 2.9, A3A deaminase 1.6, mIAP activ 1.14, A3G deaminase -1.0, hIAP act 1.09, mIAP block -13.9, NLRP3 yeast inh -5.9 and MIN6 prolif -6.0.
`N#CCCN(C(=O)c1ccc2c(=O)n3c(nc2c1)CCCCC3)c1ccccc1` gave hIAP block 3.0, SENP1 FRET inh 1.7, A3A deaminase -7.1, mIAP activ 0.916, A3G deaminase -8.7, hIAP act 0.97, mIAP block 8.4, NLRP3 yeast inh 2.2 and MIN6 prolif -0.4.
COc1cccc(CNC(=O)N2CCN(c3ccccc3Cl)CC2)c1 was read as hIAP block -6.5, SENP1 FRET inh 0.2, A3A deaminase 3.8, mIAP activ 0.961, A3G deaminase -5.9, hIAP act 1.06, mIAP block 3.9, NLRP3 yeast inh 15.8 and MIN6 prolif 0.0.
For Cc1sc2ncn(CC(=O)NCCCC(=O)NCc3ccc(F)cc3)c(=O)c2c1C the results were hIAP block -3.7, SENP1 FRET inh 0.3, A3A deaminase -1.7, mIAP activ 1.02, A3G deaminase -10.1, hIAP act 1.04, mIAP block -1.9, NLRP3 yeast inh 9.9 and MIN6 prolif -2.1.
For Cc1csc(=O)n1CC(=O)OCC(=O)Nc1ccc(C(N)=O)cc1 the results were hIAP block 8.3, SENP1 FRET inh 1.8, A3A deaminase 2.8, mIAP activ 0.935, A3G deaminase -1.6, hIAP act 0.917, mIAP block 6.5, NLRP3 yeast inh 11.2 and MIN6 prolif 4.2.
CCC(C)NC(=O)c1ccc([N+](=O)[O-])c(Cl)c1 (configuration not stated) was read as hIAP block -1.0, SENP1 FRET inh -0.5, A3A deaminase 0.2, mIAP activ 0.984, A3G deaminase -2.4, hIAP act 1.01, mIAP block 1.6, NLRP3 yeast inh 3.4 and MIN6 prolif -3.6.
O=C(N/C(=C\c1ccc(F)cc1)C(=O)N1CCCCCC1)c1ccccc1 was read as hIAP block -0.4, SENP1 FRET inh 0.4, A3A deaminase 6.2, mIAP activ 1.09, A3G deaminase -2.2, hIAP act 1, mIAP block -9.1, NLRP3 yeast inh 24.6 and MIN6 prolif -2.2.
For COc1ccccc1NC(=O)c1cnc(SCC(=O)NCCc2ccccc2)n(C)c1=O the results were hIAP block 6.2, SENP1 FRET inh 0.8, A3A deaminase -3.9, mIAP activ 0.888, A3G deaminase -6.9, hIAP act 0.938, mIAP block 11.2, NLRP3 yeast inh 9.3 and MIN6 prolif -3.2.
Cc1cn([C@H]2C[C@H](O)[C@@H](COS(=O)(=O)O)O2)c(=O)[nH]c1=O was read as hIAP block -1.1, SENP1 FRET inh 1.2, A3A deaminase 1.2, mIAP activ 0.958, A3G deaminase -2.8, hIAP act 1.01, mIAP block 4.2, NLRP3 yeast inh 14.4 and MIN6 prolif -1.2.
For CCc1ccccc1NC(=O)CCc1nc(-c2ccc(C)cc2)no1 the results were hIAP block -26.7, SENP1 FRET inh 2.1, A3A deaminase -1.9, mIAP activ 0.998, A3G deaminase -5.6, hIAP act 1.27, mIAP block 0.2, NLRP3 yeast inh 28.1 and MIN6 prolif -3.4.
For CCOC(=O)c1c(C)[nH]c(N=Nc2ccc(C)cc2C)c1C the results were hIAP block -4.6, SENP1 FRET inh 2.3, A3A deaminase 1.0, mIAP activ 0.883, A3G deaminase 1.5, hIAP act 1.05, mIAP block 11.7, NLRP3 yeast inh 11.1 and MIN6 prolif -2.0.
CC(=O)NCCn1c(SCC(=O)NCCc2ccc(S(N)(=O)=O)cc2)nc2ccccc2c1=O was read as hIAP block 3.5, SENP1 FRET inh -0.4, A3A deaminase -0.4, mIAP activ 0.933, A3G deaminase -1.6, hIAP act 0.965, mIAP block 6.7, NLRP3 yeast inh 5.5 and MIN6 prolif -3.9.
`Cc1ccc(N=Cc2cccc(O)c2O)c(C)c1` gave hIAP block -21.1, SENP1 FRET inh 1.9, A3A deaminase 4.8, mIAP activ 0.677, A3G deaminase 75.0*, hIAP act 1.21, mIAP block 32.3, NLRP3 yeast inh 24.1 and MIN6 prolif -3.4.
`C=CCn1c(-c2ccoc2)n[nH]c1=S` gave hIAP block 18.6, SENP1 FRET inh 0.4, A3A deaminase -3.0, mIAP activ 1.07, A3G deaminase 32.2, hIAP act 0.814, mIAP block -7.0, NLRP3 yeast inh 12.3 and MIN6 prolif -0.6.
`Cc1cccc(CSc2nnc(-c3ccco3)o2)c1` gave hIAP block 13.6, SENP1 FRET inh 1.7, A3A deaminase 3.5, mIAP activ 0.981, A3G deaminase -0.9, hIAP act 0.864, mIAP block 1.9, NLRP3 yeast inh 35.8 and MIN6 prolif 3.6.
CCN(CC(=O)Nc1ccccc1OC)C(=O)CN1C(=O)NC(C)(c2ccccc2)C1=O (configuration not stated) was read as hIAP block -5.8, SENP1 FRET inh -0.4, A3A deaminase -2.8, mIAP activ 1.01, A3G deaminase -4.1, hIAP act 1.06, mIAP block -0.8, NLRP3 yeast inh 8.7 and MIN6 prolif -3.1.
CC1CCCCC1NCC(=O)Nc1ccccc1C(=O)Nc1ccccc1 (configuration not stated) was read as hIAP block -7.6, SENP1 FRET inh 3.1, A3A deaminase -3.1, mIAP activ 1.1, A3G deaminase -6.1, hIAP act 1.08, mIAP block -9.9, NLRP3 yeast inh -1.1 and MIN6 prolif -0.1.
For COc1ccc(NC(=O)c2ccc3c(c2)OCO3)cc1Cl the results were hIAP block -4.2, SENP1 FRET inh 0.9, A3A deaminase -1.2, mIAP activ 1.12, A3G deaminase -2.5, hIAP act 1.04, mIAP block -12.4, NLRP3 yeast inh 8.4 and MIN6 prolif -2.4.
O=S1(=O)N=C(N(CCO)/N=C/c2ccccc2F)c2ccccc21 was read as hIAP block 6.5, SENP1 FRET inh 0.0, A3A deaminase -6.9, mIAP activ 0.89, A3G deaminase -9.8, hIAP act 0.935, mIAP block 11.0, NLRP3 yeast inh -4.4 and MIN6 prolif 0.8.
For CC1(C)SC(=S)N(Cc2ccc3c(c2)OCO3)C1N(O)C(=O)NC1CCCCC1 (configuration not stated) the results were hIAP block -10.8, SENP1 FRET inh 2.6, A3A deaminase -2.8, mIAP activ 1.04, A3G deaminase -3.4, hIAP act 1.11, mIAP block -4.3, NLRP3 yeast inh 13.6 and MIN6 prolif -3.1.
Cc1ccc(NC(=O)CN2CCOCC2)cc1S(=O)(=O)N1CCCCC1 was read as hIAP block -26.8, SENP1 FRET inh 4.0, A3A deaminase -2.8, mIAP activ 1.08, A3G deaminase -6.8, hIAP act 1.27, mIAP block -7.7, NLRP3 yeast inh 5.2 and MIN6 prolif -2.0.
For COc1ccc(-c2cc(O)cc(O)c2)cc1 the results were hIAP block 13.8, SENP1 FRET inh 0.4, A3A deaminase -0.1, mIAP activ 0.946, A3G deaminase -5.7, hIAP act 0.862, mIAP block 5.4, NLRP3 yeast inh 3.8 and MIN6 prolif -3.0.
For O=C(NNC(=S)NC1CC2CCC1C2)c1ccc(Cl)cc1 (configuration not stated) the results were hIAP block -49.8, SENP1 FRET inh 1.5, A3A deaminase -3.3, mIAP activ 0.943, A3G deaminase -0.6, hIAP act 1.5, mIAP block 5.7, NLRP3 yeast inh 12.5 and MIN6 prolif -4.0.
For COc1ccc(OCCCn2c(=O)oc3ccccc32)cc1 the results were hIAP block 10.9, SENP1 FRET inh -0.8, A3A deaminase -14.4, mIAP activ 0.907, A3G deaminase -5.8, hIAP act 0.891, mIAP block 9.3, NLRP3 yeast inh 24.5 and MIN6 prolif 4.6.
`Cc1cccc(-c2nnc(SCC(=O)NC3CC3)n2C)c1` gave hIAP block 12.1, SENP1 FRET inh 1.6, A3A deaminase -5.3, mIAP activ 0.964, A3G deaminase -7.5, hIAP act 0.879, mIAP block 3.6, NLRP3 yeast inh 11.2 and MIN6 prolif -2.2.
`COc1ccccc1NS(=O)(=O)c1cccc(C(=O)NNC(=O)c2ccc(NC(C)=O)cc2)c1` gave hIAP block -10.7, SENP1 FRET inh -0.1, A3A deaminase -3.1, mIAP activ 0.974, A3G deaminase -9.8, hIAP act 1.11, mIAP block 2.6, NLRP3 yeast inh -2.7 and MIN6 prolif -2.7.
Screening Cc1ccc(CCN2CC(C(=O)NCc3ccco3)CC2=O)cc1 (configuration not stated) returned hIAP block 1.3, SENP1 FRET inh -0.4, A3A deaminase 1.5, mIAP activ 1.01, A3G deaminase -2.9, hIAP act 0.987, mIAP block -0.9, NLRP3 yeast inh 8.1 and MIN6 prolif 0.3.
For Cc1cccc(NC(=S)NCC23C=CC(O2)C2C(=O)N(c4ccc(Cl)cc4)C(=O)C23)c1 (configuration not stated) the results were hIAP block 8.0, SENP1 FRET inh -0.6, A3A deaminase -5.3, mIAP activ 1.12, A3G deaminase 7.8, hIAP act 0.92, mIAP block -11.7, NLRP3 yeast inh 6.9 and MIN6 prolif -5.2.
`CN1CCC(N(C)C(=O)c2cccc(S(=O)(=O)N3CCc4ccccc43)c2)CC1` gave hIAP block -6.7, SENP1 FRET inh 0.8, A3A deaminase -2.2, mIAP activ 1.08, A3G deaminase -3.0, hIAP act 1.07, mIAP block -7.7, NLRP3 yeast inh 15.5 and MIN6 prolif -1.5.
For O=S1(=O)[C@H]2C[C@@H]3C=C[C@@]2(CN1Cc1cccc(C(F)(F)F)c1)O3 the results were hIAP block -1.0, SENP1 FRET inh 3.4, A3A deaminase -2.2, mIAP activ 1.03, A3G deaminase -8.6, hIAP act 1.01, mIAP block -2.8, NLRP3 yeast inh -4.4 and MIN6 prolif -1.4.
`CCOc1ccc(-n2nnnc2SCC(=O)c2ccccc2)cc1` gave hIAP block 5.5, SENP1 FRET inh -0.9, A3A deaminase -3.1, mIAP activ 0.901, A3G deaminase -6.4, hIAP act 0.945, mIAP block 9.9, NLRP3 yeast inh 23.6 and MIN6 prolif -6.1.
Screening CC(=O)c1cc(C#N)c(NCc2ccccc2)nc1C returned hIAP block 8.6, SENP1 FRET inh 3.1, A3A deaminase -2.3, mIAP activ 0.931, A3G deaminase -6.3, hIAP act 0.914, mIAP block 6.9, NLRP3 yeast inh 13.9 and MIN6 prolif 0.1.
`CC1(C)COC(c2cc([N+](=O)[O-])ccc2Cl)=N1` gave hIAP block -10.8, SENP1 FRET inh 1.3, A3A deaminase -1.4, mIAP activ 1.09, A3G deaminase -1.9, hIAP act 1.11, mIAP block -9.3, NLRP3 yeast inh 27.8 and MIN6 prolif 1.7.
CCC(C(=O)Nc1ncn[nH]1)(C(F)(F)F)C(F)(F)F was read as hIAP block 8.9, SENP1 FRET inh 0.9, A3A deaminase -0.8, mIAP activ 0.946, A3G deaminase -3.2, hIAP act 0.911, mIAP block 5.4, NLRP3 yeast inh 3.5 and MIN6 prolif 0.4.

Screens (PubChem)
